NTR1 ag = agonists of NTR1, primary screen, imaging, U2OS cells, beta-arrestin-GFP, high content (AID 493036); activation, % at 20 µM; actives 0.17% (n = 330,000); NTR1-U2OS beta-arrestin-GFP spot imaging, agonist mode;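 active means activation at or above 40% of the spot to cytoplasm intensity ratio, with at least 20 cells analyzed; inconclusive means wells under 20 cells, flagged as cytotoxic or low count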;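 further: 0% = DMSO without peptide and 100% = 100 nM NTR1 peptide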
Target sequence (P30989 whole entry, looked up): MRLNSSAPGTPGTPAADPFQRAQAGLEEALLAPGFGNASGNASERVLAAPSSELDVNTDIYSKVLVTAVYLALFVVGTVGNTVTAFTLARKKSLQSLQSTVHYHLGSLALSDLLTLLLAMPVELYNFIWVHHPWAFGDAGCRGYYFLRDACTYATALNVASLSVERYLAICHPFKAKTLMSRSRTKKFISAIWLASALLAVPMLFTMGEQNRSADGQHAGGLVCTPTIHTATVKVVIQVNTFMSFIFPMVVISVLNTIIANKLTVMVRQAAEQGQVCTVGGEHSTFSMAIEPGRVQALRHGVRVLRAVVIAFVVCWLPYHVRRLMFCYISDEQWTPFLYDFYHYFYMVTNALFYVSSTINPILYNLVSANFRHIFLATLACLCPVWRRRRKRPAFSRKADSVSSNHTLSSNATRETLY
GPR55 LPI antagonism = GPR55 antagonists blocking LPI-driven arrestin recruitment, primary screen, imaging, U2OS, beta-arrestin-GFP, LPI agonist (AID 2013); G-protein coupled receptor 55 (Homo sapiens); U2OS GPR55 beta-arrestin-GFP translocation imaging, LPI antagonism; higher % means a stronger effect; inhibition, % at 10 µM, or IC50 in µM where a hit was titrated; actives 0.13% (n = 290,000);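 active means spots per cell inhibited over 60%, with over 100 cells counted and total cytoplasm intensity under 500,000; inconclusive means wells with under 100 cells, flagged as likely toxic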;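 further: U2OS cells stably carrying GPR55 and arrestin-GFP stimulated by 5 µM LPI near EC80; imaged beta-arrestin-GFP aggregate spots per cell after agonist stimulation; plate controls were LPI-stimulated DMSO wells for no effect and DMSO wells without LPI for full effect; some results filed as inactive read as strong as hits; confirmed hits need IC50 under 10 µM and bright autofluorescent wells are also inconclusive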
HEK293 NOD2/NF-kB = NOD2 signaling inhibitors, cell-based, luminescence, uHTS, HEK293 (AID 1566); HEK293 NOD2/NF-kB luciferase reporter, luminescence; higher % means a stronger effect; actives 0.63% (n = 290,000); one-dose inhibition, % at 4 µM; EC50 in µM for titrated hits; further: many of its hits are not listed in these tables
T cell HTS = modulators of CD8 T cell-vesicle binding, primary screen, mouse 2C CD8+ T cells, flow cytometry. AID 2052, 2009. calls only at 7 µM. 2C CD8+ T cell-vesicle binding; hits give low values. actives 0.068% (n = 330,000);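 active means response, share of CD8 T cells binding vesicles, and their 90th percentile fluorescence all below set limits, cut at about 80% in these data, passing the limit was not always enough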
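Material: murine 2C transgenic CD8+ T lymphocytes / Also added: QL9-peptide-loaded Drosophila micro-vesicles bearing Ld, ICAM-1 and B7-1 / Schedule: binding step 1.5 h, 37 °C, antibody labelling 20 min, ice / Signal: flow cytometry, PE anti-B7-1 (FL2) versus Alexa647 anti-CD8 (FL8), PFA-fixed / Evaluation: percent CD8+ FL2 mean versus row control / Benchmarks: naked versus QL9-loaded vesicles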
NOD1 inhibition = NOD1 signaling inhibitors, primary screen, cell-based, luminescence, uHTS (AID 1578); NOD1-driven NF-kB luciferase reporter cells, luminescence; higher % means a stronger effect; inhibition, % at 4 µM, or EC50 in µM where a hit was titrated; actives 1% (n = 290,000); in the data active means inhibition mostly above about 36%, no sharp cut-off; inactive means mostly below about 34%;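 further: HEK-293T reporter cells stimulated with the NOD1 agonist gamma-tri-DAP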
KOR beta-arrestin-1 = KOR agonists, beta-arrestin recruitment, primary screen, cell-based, luminescence, uHTS (AID 1777); Kappa-type opioid receptor (Homo sapiens); KOR beta-arrestin recruitment, luminescence; higher % means a stronger effect; activation, % at 10 µM; hits with a dose series show EC50 in µM; actives 0.02% (n = 280,000); in the data active means activation above about 50%, passing the limit was not always enough; further: a part of the inactive calls stands beside numbers as strong as those of hits
Myeloid diff 2 = induction of myeloid progenitor differentiation, primary screen, cell-based, flow cytometry, MLPCN library; actives 1% (n = 360,000); calls only at 10 µM; AID 624256, 2012; ER-HoxA9 myeloid progenitors, lysozyme-GFP differentiation;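 active means normalized GFP-positive differentiation at or above the plate's own cutoff, the solvent-only control mean plus 3 SD; inconclusive means no clear call, values can overlap the other calls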;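 further: cells exposed to compound for four days before flow analysis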
GPR55 activation = GPR55 agonists via beta-arrestin recruitment, primary screen, imaging, U2OS cells, beta-arrestin-GFP redistribution (AID 1961). G-protein coupled receptor 55 (Homo sapiens). actives 0.048% (n = 290,000). U2OS GPR55 beta-arrestin-GFP redistribution imaging; higher % means a stronger effect. activation, % at 10 µM, or EC50 in µM where a hit was titrated;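 active means activation above 40% with more than 50 cells counted in the well; inconclusive means wells holding fewer than 50 cells, flagged as toxic or sparse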;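 further: U2OS osteosarcoma cells stably expressing GPR55 and beta-arrestin-GFP; plate controls were DMSO negative control for no effect and LPI positive control for full effect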
KOR beta-arrestin-2 = KOR antagonists, beta-arrestin recruitment, cell-based, luminescence, uHTS (AID 1778) | Kappa-type opioid receptor (Homo sapiens) | KOR beta-arrestin recruitment, luminescence, antagonist mode; higher % means a stronger effect | inhibition, % at 10 µM; hits with a dose series show IC50 in µM | actives 0.091% (n = 290,000); further: strong numbers were not always called active
T cell HTS vesicle-bound % = recorded beside T cell HTS, whose call it bears; double positive events, %; measured here: CD8+ vesicle-bound cell fraction;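 binding gate set so that unloaded-vesicle control wells show 10% double positive cells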
NTR1 ag cell count 20 µM = also measured in NTR1 ag; calls as there; cell count; measured here: cell count, cytotoxicity flag
Myeloid diff 2 GFP+ MAC1+ % = recorded beside Myeloid diff 2, whose call it bears; GFP+ MAC1+ double positive, %; measured here: differentiation confirmed by MAC1 staining
An asterisk follows results filed as active; i = inactive; ? = inconclusive; . = not tested or not shown; + = active, no number; & = joins results of further samples; [ ] = dose if it differs, or a comment. Unless noted, no stated cut-off is given here; in the data, active means inhibition above about 50%; inactive means the rest.

compound	NTR1 ag	NTR1 ag cell count 20 µM	GPR55 LPI antagonism	HEK293 NOD2/NF-kB	T cell HTS	T cell HTS vesicle-bound %	NOD1 inhibition	KOR beta-arrestin-1	Myeloid diff 2	Myeloid diff 2 GFP+ MAC1+ %	GPR55 activation	KOR beta-arrestin-2
CCN(CC)c1ccc(C(=O)OCC(=O)c2ccco2)cc1	-2.5	82	7.2%	-9.5%	i	36.9	-2.3%	-11.5%	i	0.9	0.3%	17.3%
O=C(O)c1cnn(-c2nc(-c3ccc(Cl)c(Cl)c3)cs2)c1C(F)(F)F	0.6	82	12.6%	11.7%	i	48.8	-6.4%	7.4%	i	0.9	0.3%	-7.5%
Cc1cc(C)cc(OCC(O)CN2C(=O)NC(C)(C)C2=O)c1 (configuration not stated)	3.3	67	-8.4%	14.9%	i	34.2	0.4%	-3.0%	i	1.5	-0.2%	10.5%
CCOc1ccc(NC(=O)N2CCCC2C(=O)NCC2CCCO2)cc1 (configuration not stated)	-0.1	82	4.4%	-11.9%	i	45.0	-32.9%	-8.1%	i	0.2	-0.1%	-1.8%[20 µM]
CCOC(=O)c1c(CN2CCN(C)CC2)oc2ccc(OC)cc12	-0.7	79	7.4%	13.3%	i	13.8	0.7%	-1.1%	i	1.2	-0.1%	21.1%
CC(C)CN1C2CCCC1CC(NC(=O)c1ccc([N+](=O)[O-])cc1)C2 (configuration not stated)	0.4	55	6.2%	2.6%	i	41.9	29.9%	0.8%	i	0.2	-0.1%	-59.2%[20 µM]
O=C(c1ccc([N+](=O)[O-])cc1)N(Cc1cccs1)C1CCS(=O)(=O)C1 (configuration not stated)	-1.2	65	9.5%	0.5%	i	9.4	-5.7%	7.8%	i	11.7	-0.1%	-5.4%
CC(C)(C)n1nnnc1CN1CCSCC1	0.0	81	-11.0%	13.4%	i	39.1	0.3%	-2.7%	i	1.1	-0.2%	-20.0%
CC(=O)NC(c1ccc(Cl)cc1Cl)c1ccc2cccnc2c1O (configuration not stated)	2.2	66	-6.3%	.	i	46.2	.	-4.3%	?	.	-0.2%	-1.8%[20 µM]
CC(C)[C@H](NC(=O)N1CCn2c1nc1ccccc12)C(=O)N[C@@H](C(=O)O)c1ccccc1	-1.8	85	8.9%	6.5%	i	28.2	1.1%	.	i	1.4	-0.1%	.
O=C(NNC(=O)C12CC3CC(CC(C3)C1)C2)c1ccccn1	2.2	47	13.5%	18.3%	i	48.5	101.5%*	-4.9%	i	0.9	-0.1%	15µM*
COC(=O)CNC(=O)C1Cc2ccccc2CN1S(=O)(=O)c1cccs1 (configuration not stated)	-0.6	48	-11.1%	4.4%	i	31.6	-2.1%	8.6%	i	0.2	-0.3%	15.8%
O=C1c2ccccc2C(O)(Cc2ccccc2)N1C1CCCCC1 (configuration not stated)	2.1	101	-3.7%	12.0%	i	24.7	-51.1%	-2.5%	.	.	-0.1%	30.3%
COC(=O)c1sc(S(=O)(=O)NCCC(=O)O)c(C(=O)OC)c1C	-1.5	65	9.8%	-9.3%	i	14.1	-23.2%	-0.6%	i	1.0	0.0%	-39.6%
S=c1nc(-c2ccccc2)[nH]c2ccc(Br)cc12	4.0	57	1.4%	7.3%	i	7.2	5.9%	.	i	1.1	-0.3%	0.9%
CN1CCC(N(C)CC(=O)Nc2cccc(Oc3ccccc3)c2)CC1	-0.3	58	7.7%	4.9%	i	14.6	-13.5%	2.9%	i	0.6	0.0%	11.3%
COc1cc(SC)ccc1C(=O)N1CCc2ccccc21	1.2	61	4.5%	-2.6%	i	16.5	-8.1%	-3.5%	i	0.6	-0.1%	28.1%[20 µM]
Cc1nonc1OCCn1c([N+](=O)[O-])cnc1C	-0.9	87	9.9%	13.3%	i	30.6	-24.0%	-6.2%	i	0.6	-0.1%	3.5%[20 µM]
Cc1cc(C)nc(SCCCNCc2c(F)cccc2Cl)n1	-0.4	58	12.9%	3.7%	i	41.9	-3.7%	1.9%	i	1.2	0.3%	0.9%
Cc1c(NC(=O)COC(=O)C(c2ccc(Cl)cc2)C(C)C)c(=O)n(-c2ccccc2)n1C (configuration not stated)	0.5	84	-1.4%	18.6%	i	40.0	4.3%	83.7%	i	0.9	-0.1%	10.5%
CCC1=NN(S(=O)(=O)c2ccc(C)cc2)C(O)(C(F)(F)F)C1 (configuration not stated)	-0.6	106	6.3%	10.6%	i	34.0	-24.2%	-1.9%	i	0.5	-0.1%	1.5%
COc1ccc(CCNC(=O)COC(=O)C23CC4CC(CC(C4)C2)C3)cc1	7.5	77	-1.8%	-2.6%	i	49.9	-10.1%	0.1%	i	0.5	-0.3%	-36.7%
CN(c1ccccc1)S(=O)(=O)c1cccc(NC(=O)c2cncc(Br)c2)c1	7.1	66	4.3%	22.9%	i	17.0	8.0%	-1.7%	i	0.1	-0.1%	-1.7%
NC(=O)[C@@H]1CCCNc2c(I)cc([N+](=O)[O-])cc2C(=O)N[C@@H](CCC(=O)O)C(=O)N[C@@H](CO)C(=O)N1	-1.8	66	-9.5%	11.4%	i	51.4	-17.3%	-2.5%	i	1.9	-0.3%	-9.5%
COC(=O)c1ccc(COc2ccc(C)cc2[N+](=O)[O-])o1	-0.3	46	-4.6%	-55.1%	i	4.2	17.7%	4.5%	i	0.2	-0.1%	19.8%
C=CCn1c(SCCCC)nc(O)cc1=O	0.7&-0.6	86&49	-14.2%&6.5%	12.1%&2.7%	i	25.8&14.0	-10.1%&-13.7%	2.6%&-3.3%	i	3.0&0.3	-0.2%&-0.2%	-2.0%&-8.8%
Cc1cc([N+](=O)[O-])ccc1-c1ccc(/C=N/NC(=O)Cc2ccccc2)o1	2.7	92	5.8%	-2.8%	i	48.8	-14.8%	-3.2%	i	1.3	0.1%	-5.4%
COc1cccc(N2CCN(CC(=O)NCc3cccs3)CC2)c1	2.2	50	19.2%	6.2%	i	30.2	-13.0%	0.6%	i	1.1	0.9%	13.8%
Cc1ccc(NC(=O)CCN2C(=O)c3ccncc3C2=O)cc1	-1.5	54	6.9%	-9.2%	i	14.2	-1.2%	4.4%	i	0.5	0.0%	-25.2%
Cc1ccc(S(=O)(=O)NNC(=O)CCC(=O)Nc2ccccc2)cc1	-0.2	78	3.1%	-1.5%	i	38.7	0.4%	2.2%	i	1.3	0.0%	-33.5%

compound	NTR1 ag	NTR1 ag cell count 20 µM	GPR55 LPI antagonism	HEK293 NOD2/NF-kB	T cell HTS	T cell HTS vesicle-bound %	NOD1 inhibition	KOR beta-arrestin-1	Myeloid diff 2	Myeloid diff 2 GFP+ MAC1+ %	GPR55 activation	KOR beta-arrestin-2
COc1ccc(NC(=O)c2ccc(S(=O)(=O)N(C)c3ccccc3)cc2)cn1	1.5	63	-2.0%	20.1%	i	24.9	11.8%	5.3%	i	0.4	-0.1%	3.1%
COc1ccc(C(c2nnnn2Cc2cccs2)N2CCN(c3ccccc3)CC2)cc1OC (configuration not stated)	-2.2	53	0.9%	-15.5%	i	41.6	12.8%	-0.7%	i	0.9	-0.2%	.
C/C(=N/NC(=O)C1CCN(S(=O)(=O)c2ccc(C)cc2)CC1)c1cccc([N+](=O)[O-])c1	4.0	47	6.6%	-2.1%	i	23.8	-16.3%	3.9%	i	0.5	-0.3%	24.0%
O=c1cc(O)c(-c2ccc(Cl)cc2)c(Cl)[nH]1	-0.5	59	5.1%	2.9%	i	51.0	10.9%	0.4%	i	0.1	-0.1%	0.6%
CSCCC(Nc1ccc(S(=O)(=O)N2CCOCC2)cc1[N+](=O)[O-])C(=O)OCC(=O)N(C(C)C)C(C)C (configuration not stated)	3.3	57	7.6%	-0.8%	i	45.4	-18.6%	-1.5%	i	0.3	0.3%	-8.6%
CCN(CCNC(=O)Cn1c(=O)sc2ccccc21)c1ccccc1	-1.3	53	0.0%	-12.5%	i	30.1	-13.1%	-2.7%	i	2.2	0.3%	-2.9%
O=C1NC(CCc2ccccc2)C(=O)N1Cc1ccc(Br)cc1 (configuration not stated)	3.6	55	-3.9%	-2.2%	i	41.0	-5.4%	-2.2%	i	0.4	-0.1%	-8.3%
COC(CNC(=O)C1CCCCC1C(=O)O)OC (configuration not stated)	-1.4	48	6.4%	25.3%	i	43.4	0.0%	-0.9%	i	0.5	0.3%	0.0%
Brc1ccccc1/C=N/Nc1nc2ccccc2o1	-1.5	48	-5.5%	-18.4%	i	33.2	-2.5%	-0.1%	i	0.4	-0.2%	10.9%
O=C(CN1CCN(c2ccccn2)CC1)Nc1cccc(C(F)(F)F)c1	0.2	79	3.9%	15.1%	i	10.2	1.6%	0.6%	i	1.2	0.3%	-7.1%
CCN(CC)c1ccc(/C=C/C(=O)C2C(=O)C=C(C)OC2=O)cc1 (configuration not stated)	3.2	60	-3.8%	-61.3%	i	46.3	-40.6%	-4.3%	+	4.9*	11.9%	24.0%
CCOc1ccc2c(c1)C(c1ccc(C)cc1)=NNC(c1ccc(C)cc1)=N2	8.2	49	12.1%	-72.4%	i	8.7	-56.1%	2.6%	i	0.5	-0.1%	10.1%
O=C(Nc1ccccn1)C1(c2cccs2)CCOCC1	1.8	69	-6.8%	17.2%	i	47.6	32.4%	3.1%	i	1.0	0.4%	-22.4%
OC(CNCc1ccco1)COc1ccccc1 (configuration not stated)	.	.	5.0%	10.2%	.	.	8.1%	8.6%	i	0.5	0.2%	19.4%
CCC(C)NC(=O)COC(=O)Cc1sc(N)nc1-c1ccc(C)cc1 (configuration not stated)	-1.9	96	6.7%	-0.3%	i	54.9	-33.1%	5.3%	i	0.6	-0.2%	-18.2%
COc1ccc(CCNC(=O)COC(=O)c2cnc(C)cn2)cc1	-0.3	42	8.4%	14.5%	i	44.4	-5.1%	4.2%	i	0.7	0.0%	-3.0%

An excerpt; the hit share may differ from the screen's.
